Screening data (PubChem BioAssay)
OPRM1-OPRD1 ag – agonists of OPRM1-OPRD1 heterodimerization, primary screen, cell-based, luminescence; Mu-type opioid receptor (Homo sapiens) + Delta-type opioid receptor (Homo sapiens), …; cells; activation, % at 9.3 µM; 0.3% of 340,000 active; in the data active = activation above about 18%;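 also: 0% = vehicle-treated cells and 100% = reference agonist; values of inactives mirror those of a sister screen read the other way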
PfHsp90 set2 – growth inhibition of PfHsp90-expressing yeast, primary screen, antimalarial PfHsp90 inhibitor project, S. cerevisiae, BacTiter-Glo luminescence, single point, set 2. BacTiter-Glo ATP, 48 h; yeast lacking PDR1 and PDR3 efflux regulators. inhibition, % at 9.4 µM. 0.32% of 310,000 active;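 active = every replicate shows inhibition above about 80%, whatever the replicate mean, limit read from the data; inconclusive = mean inhibition reaches the set limit but some replicate falls short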;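 also: 0% = DMSO neutral controls and 100% = 20 µM radicicol positive controls; yeast relying on Plasmodium falciparum Hsp90 in place of its own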
Tat transport – E. coli Tat export inhibitors, primary screen, MC4100, TorA-mCherry reporter, fluorescence, single point. inhibition, % at 10 µM. 0.036% of 340,000 active;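 active = mean replicate inhibition at least 50% and at least half of replicates individually reaching 50%; inconclusive = only one of the two criteria met; inactive = neither criterion met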;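 also: exported cargo escapes ClpAP degradation while cytoplasmic cargo is degraded and loses fluorescence; 0% = median of neutral control wells and 100% = median of NaSCN control wells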
PKA-R1A act – activators of PKA-R1A holoenzyme, primary screen, biochemical, fluorescence polarization, Cy5-IP20, bovine R1A, mouse PKAc; PKA-R1A dissociation; scaled: DMSO 0%, 113 µM cGMP 100%; activation, % at 11.4 µM; 0.083% of 340,000 active; AID 504707, 2011;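 active = percent activation above the mean of all tested compounds plus 3 SD, cut at about 19% in these data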;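 also: higher means more PKAc released from R1A so a rise in polarization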
phage Ecoli inh – growth loss of phage-infected E. coli, primary screen, RecBCD inhibitor project, absorbance, with phage, HTS; inhibition, % at 11.9 µM; 0.26% of 360,000 active; in the data active = inhibition above about 11%
HTR5A inv ctr – HTR5A inverse agonists in luminescence cell assay, primary screen, counter-screen for OPRM1-OPRD1 heterodimer inverse agonist project, full-deck HTS; AID 504634, 2011; HTR5A cell line, inverse agonism; inhibition, % at 9.3 µM; 0.083% of 340,000 active; 5-hydroxytryptamine receptor 5A (Homo sapiens), P47898; in the data active = inhibition mostly above about 23%, no sharp cut-off; inactive = mostly below about 18%;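 also: 0% = cells with DMSO and 100% = no-cell wells with DMSO; some compounds called inactive have numbers as strong as hits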
Target sequence (P47898 whole entry, looked up): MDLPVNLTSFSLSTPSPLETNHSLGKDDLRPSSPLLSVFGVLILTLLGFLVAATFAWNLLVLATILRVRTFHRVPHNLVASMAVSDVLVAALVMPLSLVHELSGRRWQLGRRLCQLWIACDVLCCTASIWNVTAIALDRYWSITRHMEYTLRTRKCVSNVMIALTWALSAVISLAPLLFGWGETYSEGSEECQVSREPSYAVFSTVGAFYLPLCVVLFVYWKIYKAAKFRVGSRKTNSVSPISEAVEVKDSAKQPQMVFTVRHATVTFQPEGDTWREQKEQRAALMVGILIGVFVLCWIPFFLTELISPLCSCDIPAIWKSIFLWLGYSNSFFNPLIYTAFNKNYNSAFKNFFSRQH
PKA-R2B activ – activators of PKA-R2B holoenzyme, primary screen, biochemical, fluorescence polarization, Cy5-IP20, human; activation, % at 11.4 µM; cAMP-dependent protein kinase catalytic subunit beta (Homo sapiens) + cAMP-dependent …; 0.079% of 340,000 active; PKA-R2B holoenzyme dissociation; R2B truncated from residue 108, S112A mutant; 0% DMSO only, 100% 113 µM cGMP; AID 504700, 2011;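 active = activation above a cutoff set at the mean over all compounds plus 3 SD, cut at about 18% in these data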;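 also: higher means more holoenzyme dissociation and a rise in polarization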
Target sequence (P31323 whole entry, looked up, other chains not shown, the tested form may be a part): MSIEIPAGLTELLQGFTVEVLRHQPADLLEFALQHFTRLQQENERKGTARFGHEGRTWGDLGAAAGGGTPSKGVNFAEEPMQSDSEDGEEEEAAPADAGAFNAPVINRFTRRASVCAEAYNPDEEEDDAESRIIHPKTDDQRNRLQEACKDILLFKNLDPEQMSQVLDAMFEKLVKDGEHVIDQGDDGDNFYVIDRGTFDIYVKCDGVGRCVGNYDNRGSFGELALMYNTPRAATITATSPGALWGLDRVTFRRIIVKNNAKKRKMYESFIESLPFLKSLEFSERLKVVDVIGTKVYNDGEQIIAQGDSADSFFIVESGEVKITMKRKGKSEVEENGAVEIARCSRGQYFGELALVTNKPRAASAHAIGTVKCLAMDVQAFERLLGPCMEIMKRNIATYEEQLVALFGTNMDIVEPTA
OPRM1-OPRD1 inv – inverse agonists of MOR-DOR heterodimerization, primary screen, cell-based, luminescence; Mu-type opioid receptor (Homo sapiens) + Delta-type opioid receptor (Homo sapiens), …; inhibition, % at 9.3 µM; 0.21% of 340,000 active; cell-based MOR-DOR heterodimer luminescence, inverse agonism; in the data active = inhibition above about 22%, passing the limit was not always enough;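 also: 0% = cells with DMSO and 100% = wells without cells with DMSO; values of inactives mirror those of a sister screen read the other way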
AddAB inh – growth inhibition of E. coli expressing H. pylori AddAB, primary screen, AddAB inhibitor project, absorbance; inhibition, % at 11.9 µM; 0.29% of 330,000 active; AID 435030, 2010; in the data active = inhibition above about 12%;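 also: 0% = vehicle wells of infected cells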
SUMO Mot1 rescue – yeast Mot1-301 growth rescue at high temperature, primary screen, SUMOylation pathway inhibitor project, S. cerevisiae, ATP luminescence, 38.5C. S. cerevisiae Mot1-301 growth rescue; percent above DMSO median, 100 means doubled. growth rescue, % at 18.8 µM. 1% of 320,000 active. AID 2716, 2010;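 active = every valid replicate shows activation above 250% relative to neutral control wells; inactive = the rest, any valid replicate at or below 250%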;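 also: OY570 slx delta 5 strain wells were the positive control but not used for scaling; some compounds called inactive have numbers as strong as hits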
Ecoli viability – E. coli V3065 growth inhibition, primary screen, counter-screen for AddAB inhibitor project, absorbance, OD600 | 0.27% of 330,000 active | inhibition, % at 11.9 µM | 18 h;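 active = inhibition above the campaign's mean inhibition across all tested compounds plus 3 SD, cut at about 9.9% in these data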;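 also: uninfected addAB+ strain grown without phage in ampicillin broth; 0% = DMSO wells and 100% = ciprofloxacin 0.95 µg/ml wells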
Starred values were filed as active, the others as inactive; i = inactive; ? = inconclusive; / = no result given; + = active, no number. Random draw from the library. About 2.2% of those tested had a hit in this group.

Results follow in this order: OPRM1-OPRD1 ag	PfHsp90 set2	Tat transport	PKA-R1A act	phage Ecoli inh	HTR5A inv ctr	PKA-R2B activ	OPRM1-OPRD1 inv	AddAB inh	SUMO Mot1 rescue	Ecoli viability
COCCn1cc(C(=S)N2CCCCC2)c2ccccc21
  -2.1	-12	-5	4	3.2	4	5	11	-1.7	8	1.0
O=C(Cn1ccc([N+](=O)[O-])n1)NCc1ccco1
  1.7	8	2	-7	2.2	-22	-4	-10	2.7	0	0.3
COc1ccc(C2CC(O)(c3ccccc3)Oc3c(C)ccc(C)c32)cc1 (stereo not given)
  6.7	?	3	2	2.4	-16	-8	-37	6.8	137	0.7
CCOC(=O)Cc1nnc2c(Nc3ccc(C)cc3)nc3nonc3n12
  3.2	-40	8	-8	1.2	14	3	-18	1.9	3	1.3
CCC(C)NC(=S)NNC(=O)c1ccc(C(C)(C)C)cc1 (stereo not given)
  -4.0	-2	0	0	0.7	14	-6	23	1.3	125	0.0
CC(C)NC(=O)COC(=O)c1cc(F)c(F)cc1Cl
  -1.5	30	-9	0	1.3	-9	-7	9	-0.9	/	-1.8
CC(=O)OCC(=O)Nc1ccc(C(C)=O)cc1
  -1.1	1	-9	-6	-0.5	-9	-11	6	4.0	38	0.8
CCOC(=O)C1CCCN(C/C(O)=C(\C#N)c2nc(-c3ccccc3)cs2)C1 (stereo not given)
  0.4	-5	-18	-16	0.8	-27	3	-3	0.3	6	2.7
O=C(COc1ccc(Cl)cc1)N1N=C(c2cccs2)CC1c1ccco1 (stereo not given)
  3.9	7	-4	-6	3.4	7	-15	-20	/	/	/
CCC(C)[C@H](NC(=O)NCc1cccs1)C(=O)O (stereo not given in full)
  -1.8	-3	-10	-10	2.4	-8	5	10	1.0	/	-3.0
N=c1c(C(=O)NC2CCCCC2)cc2c(=O)n3ccccc3nc2n1Cc1ccccc1
  -1.3	16	0	3	0.6	23	-4	7	5.0	8	0.3
CNC(=O)N(O)C1N(/N=C/c2ccc(C)cc2)C(=S)SC1(C)C (stereo not given)
  -0.7	20	1	-7	3.6	-7	8	4	-0.5	54	-0.1
O=C1/C(=C/c2cccnc2)SC(=S)N1c1ccccc1
  -1.5	-26	-3	2	2.0	-3	-9	10	-0.9	23	-0.4
CCCSc1cc(N2CCOCC2)nc(-c2ccccc2Cl)n1
  4.2	19	7	4	1.2	9	-11	-24	-0.5	-18	-0.5
O=C(CSc1nnc(NC(=O)c2ccccc2[N+](=O)[O-])s1)NCC1CCCO1 (stereo not given)
  -1.4	14	-2	-1	0.4	6	0	6	-0.1	4	-2.6

New compounds follow:
Results follow in this order: OPRM1-OPRD1 ag	PfHsp90 set2	Tat transport	PKA-R1A act	phage Ecoli inh	HTR5A inv ctr	PKA-R2B activ	OPRM1-OPRD1 inv	AddAB inh	SUMO Mot1 rescue	Ecoli viability
CCCCn1c(N)c(N(CCOC)C(=O)c2cc(-c3ccncc3)nc3ccccc23)c(=O)[nH]c1=O
  -2.6	8	11	-6	-0.1	-7	-11	14	1.8	-10	1.4
Cc1[nH]n(-c2nc(-c3ccccc3)cc(=O)[nH]2)c(=O)c1CCO
  1.9	0	2	2	3.6	-1	-6	-10	1.1	-1	0.6
CCc1nnc(SCC(=O)Nc2ccc3c(c2)OCO3)n1CC
  -2.3	20	4	-13	0.9	10	2	12	-0.3	4	-0.7
COc1ccc(C)cc1NC(=O)c1ccc2c(=O)n3c(nc2c1)CCCCC3
  -1.9	7	0	4	3.8	6	-1	10	1.7	5	-2.0
CCCCSC(=O)Nc1ccccc1
  0.6	5	-1	-6	2.5	-25	1	-3	1.2	9	-0.4
O=C(NCc1cccnc1)c1cccc(S(=O)(=O)Nc2ccc(F)cc2)c1
  -2.7	-8	-7	-6	2.0	-6	-8	14	/	/	/
O=C(NCCc1ccccc1)C(c1cccs1)N(C(=O)CCl)c1ccc(Cl)cc1 (stereo not given)
  87*	-22	14	4	3.3	-85	-1	i	-0.8	182	-0.8
C#Cc1ccc([C@@H]2C=C(C(=O)NC3CC3)O[C@H](OCC)[C@H]2CCCO)cc1
  -0.9	/	3	2	1.0	-18	-1	5	1.3	173	-1.7
O=C(N=Nc1c(O)[nH]c2ccc(Br)cc12)c1ccccc1-n1cccc1
  -0.2	17	18	-15	4.3	-1	-5	1	1.9	-1	-0.4
CCN(CC)CCCn1c(SCC(=O)NCC2CCCO2)nc2ccccc2c1=O (stereo not given)
  0.5	/	5	1	-0.4	6	-2	-2	/	/	/
Cc1cc(S(=O)(=O)N(Cc2ccc(F)cc2)CC2CCCO2)ccc1-n1cnnn1 (stereo not given)
  0.0	13	2	-2	1.0	9	0	0	-3.3	-8	-3.0
O=C(NCC(=O)N(c1ccccc1)C(C(=O)NC1CCCCC1)c1cccnc1)c1cccs1 (stereo not given)
  -0.5	-16	1	-4	6.2	0	1	3	1.6	-12	-0.9
O=C(OCC(=O)N1CCCC1)c1ccco1
  0.2	-9	-26	-6	1.9	11	-3	-1	3.5	-9	-3.1
COc1ccccc1NS(=O)(=O)c1cccc(C(=O)N/N=C(\C)c2ccc(-n3ccnc3)cc2)c1
  0.0	34	5	-6	-0.8	-9	-1	0	1.3	-28	-3.1
C=CCNC(=S)Nc1ccc2cn[nH]c2c1
  -2.9	16	-8	-13	-1.0	-2	2	15	1.0	3	1.2

Next compounds.
Results follow in this order: OPRM1-OPRD1 ag	PfHsp90 set2	Tat transport	PKA-R1A act	phage Ecoli inh	HTR5A inv ctr	PKA-R2B activ	OPRM1-OPRD1 inv	AddAB inh	SUMO Mot1 rescue	Ecoli viability
CCOC(=O)c1c(C)[nH]c(C(=O)OCC(=O)Nc2cc(C)nn2-c2ccccc2)c1C
  -0.8	19	-9	3	1.6	23	4	5	0.3	286	-2.4
O=c1[nH]c(-c2ccccn2)nc2sc(-c3ccccc3)cc12
  -6.4	59	-3	-13	-2.7	-6	-4	33*	/	/	/
Cc1nc(=O)c(-c2ccccc2)c(C)n1CC1CCCO1 (stereo not given)
  -1.2	-11	-3	-4	3.2	11	0	6	1.1	-10	1.0
Cc1csc(N/N=C/c2ccccc2F)n1
  0.9	-29	6	-1	2.7	-10	-4	-5	2.2	288	-1.2
O=C(NCCc1nnc2ccc(N3CCCC3)nn12)c1ccccc1
  -4.3	-11	-7	4	-1.0	-2	-7	22	-0.2	-10	1.5
CC(=O)OCc1ccccc1Sc1ccccc1C(=O)NCc1ccccc1
  -2.2	-3	5	-7	2.1	-20	-5	12	-2.8	4	-2.1
O=C(NCc1ccccc1)/C(=C/c1ccc(OC(F)F)cc1)c1ccccc1
  7.3	-21	22	-3	-0.8	-2	-8	-33	1.8	16	-2.1
Cc1cc(=O)cc(C)n1-c1ccc(O)cc1
  -4.5	-3	-5	-8	1.2	4	-5	23	-1.0	0	-1.3
CS(=O)(=O)N1CCCC(C(=O)NCCCN2CCOCC2)C1 (stereo not given)
  -1.0	25	2	11	3.3	-11	5	6	2.0	-4	4.4
Cc1cccc(C)c1NC(=O)CSCC(=O)c1ccc(O)c(O)c1
  -1.9	-43	5	1	-0.1	11	-8	10	-2.9	-19	-3.9
CCC(C)[C@H](NC(=O)N1CC(=O)Nc2ccccc21)C(=O)N[C@H](Cc1ccccc1)C(=O)O (stereo not given in full)
  -2.8	17	-2	-2	6.1	16	-5	14	2.0	-5	-1.8
CNC(=O)OCc1nc(SSC(C)(C)C)n(C)c1COC(=O)NC
  -0.1	16	6	-4	0.7	2	1	1	/	/	/
Cn1c(SCC(=O)NC2CCS(=O)(=O)C2)nc2ccccc21 (stereo not given)
  0.3	/	0	-8	6.9	1	-6	-1	0.2	-3	0.3
CN(CC(=O)Nc1ccccc1[N+](=O)[O-])Cc1ccc(Br)cc1
  4.1	-1	6	-10	1.2	-4	0	-19	1.2	30	0.8
O=[N+]([O-])c1ccc(C2CNC(c3ccccc3)O2)cc1 (stereo not given)
  -2.6	11	1	9	1.2	-8	-1	12	0.2	20	-2.5

Continuation:
Results follow in this order: OPRM1-OPRD1 ag	PfHsp90 set2	Tat transport	PKA-R1A act	phage Ecoli inh	HTR5A inv ctr	PKA-R2B activ	OPRM1-OPRD1 inv	AddAB inh	SUMO Mot1 rescue	Ecoli viability
COc1ccc(Cc2nc(-c3ccc(-n4cccc4)cc3)no2)cc1
  0.9	3	-11	-3	1.4	-6	-11	-4	4.0	-35	1.4
O=C(N1CCN=C1SCc1cccnc1)C12CC3CC(CC(C3)C1)C2
  0.8	14	-6	-8	-0.2	-17	5	-5	1.6	-13	2.1
CCCOc1ccc(/C=C/C(=O)N2CCN(c3ccccn3)CC2)cc1
  1.8	-47	-10	-1	1.8	5	2	-8	4.2	-15	2.5
CC(C)CCN1CCN(Cc2cccc3nonc23)CC1CCO (stereo not given)
  -0.1	-8	6	-13	2.4	2	-7	1	0.7	-12	2.1
CCOc1ccc(C(=O)NCC(=O)OCc2c(F)cccc2Cl)cc1OCC
  -0.1	-20	10	-7	2.9	-2	-12	0	1.4	-7	-0.7
COc1cc(OC)cc(C(=O)NCC(=O)OCC(=O)N2c3ccccc3NC(=O)C2(C)C)c1
  -2.3	4	1	-12	2.6	3	-13	11	1.9	-7	3.0
COc1cccc(NC(=O)Cn2c(=O)n(-c3ccccc3)c(=O)c3oc4ccccc4c32)c1
  0.2	-1	-6	3	0.6	10	-2	-2	1.6	-9	1.3
CCCCN(C(=O)c1oc2ccc(OCC)cc2c1C)c1c(N)n(CC(C)C)c(=O)[nH]c1=O
  -0.6	/	-10	-14	3.0	1	-10	4	0.5	3	-0.2
COc1cc(C#Cc2c(-c3cncn3C)n(C)c3ccc(-c4ccc(OC)nc4)cc23)cc(OC)c1
  1.3	+	-2	-2	-2.0	1	-1	-7	-0.3	-1	-1.0
COc1ccc(C2N(c3ccccc3)C(=S)N3CCCN23)cc1 (stereo not given)
  -1.7	-12	3	2	2.0	-41	4	9	0.3	-13	0.8
COc1cccc(NC(=O)CNCc2ccccc2)c1
  -2.5	-35	-2	-2	0.6	-3	3	12	2.6	3	3.1
CCOC(=O)CC(=O)CSc1nc2ccccc2c(=O)n1-c1ccc(C(=O)NCCOC)cc1
  0.0	0	11	7	3.4	-20	-2	0	-2.6	-14	-3.4
N#CC(c1ccccn1)(c1ncc(C(F)(F)F)cc1Cl)N1CCOCC1 (stereo not given)
  -0.9	7	-6	-5	3.1	6	-7	5	-0.1	-10	-0.9
